NF-kB expr up: compounds increasing NF-kB expression in human neuronal cells; NF-kB reporter expression; hits give high values; fold change at 12.5 µM; hit rate 1.6% among 190,000; in the data active = fold change above about 3.3
FLuc inhib CS: counter-screen for luciferase assay inhibitors: firefly luciferase inhibition | P08659 | ATPLite firefly luciferase biochemical luminescence, 10 min | inhibition, % at 10 µM | hit rate 1.5% among 200,000 | AID 1006;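 active = inhibition above about 50% when tested at 10 µM, limit read from the data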
Target sequence (P08659 whole entry, looked up): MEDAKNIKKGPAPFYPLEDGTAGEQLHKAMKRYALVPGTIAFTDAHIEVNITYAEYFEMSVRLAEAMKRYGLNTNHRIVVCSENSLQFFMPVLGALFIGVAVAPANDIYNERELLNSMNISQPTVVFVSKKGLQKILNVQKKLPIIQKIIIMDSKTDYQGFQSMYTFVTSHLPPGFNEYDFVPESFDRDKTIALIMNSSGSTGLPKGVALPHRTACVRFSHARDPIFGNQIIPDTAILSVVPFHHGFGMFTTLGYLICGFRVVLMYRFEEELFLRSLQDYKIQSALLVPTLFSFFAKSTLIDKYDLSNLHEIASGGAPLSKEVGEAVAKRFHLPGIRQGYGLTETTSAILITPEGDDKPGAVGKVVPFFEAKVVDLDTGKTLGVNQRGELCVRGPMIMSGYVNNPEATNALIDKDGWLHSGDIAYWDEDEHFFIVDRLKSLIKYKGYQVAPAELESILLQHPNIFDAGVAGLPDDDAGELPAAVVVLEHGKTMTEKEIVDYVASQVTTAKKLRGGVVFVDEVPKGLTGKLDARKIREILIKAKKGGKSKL
ROMK primary: human ROMK K+ channel modulation, primary screen; Tet-inducible ROMK, thallium flux fluorescence; actives lie on both sides; B-score at 10 µM; hit rate 2% among 130,000; AID 1918;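 active = signal ratio slope over the read window, or its plate-corrected B-score, at least 3 SD from the plate mean, either direction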;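 also: B-score of the F/F0 ratio slope over 7 to 12 s after thallium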
Target sequence (P48048 whole entry, looked up): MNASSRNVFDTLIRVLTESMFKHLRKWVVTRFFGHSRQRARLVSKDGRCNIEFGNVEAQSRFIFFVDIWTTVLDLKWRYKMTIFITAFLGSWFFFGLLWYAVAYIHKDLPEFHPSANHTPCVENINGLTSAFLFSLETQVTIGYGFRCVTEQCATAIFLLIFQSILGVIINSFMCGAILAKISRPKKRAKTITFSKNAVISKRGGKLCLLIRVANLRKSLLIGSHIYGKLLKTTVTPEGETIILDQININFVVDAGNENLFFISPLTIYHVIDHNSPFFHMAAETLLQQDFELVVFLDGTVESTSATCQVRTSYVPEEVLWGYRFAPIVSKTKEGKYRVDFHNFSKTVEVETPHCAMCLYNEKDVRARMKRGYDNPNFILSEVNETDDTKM
STAT1 blocker: STAT1 signaling inhibition; inhibition, % at 5.5 µM; hit rate 0.35% among 200,000; AID 920; NIH 3T3 STAT1-luciferase reporter, IFN-gamma, luminescence;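 active = inhibition above a set limit, the mean inhibition across all tested compounds plus 3 SD, cut at about 34% in these data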;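 also: 0% = IFN-gamma with DMSO and 100% = IFN-gamma with 300 µM nifuroxazide; values of inactives mirror those of a sister screen read the other way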
STAT3 inh: reduces IL-6 driven STAT3 reporter signal. inhibition, % at 5.5 µM. U3A cells, IL-6 STAT3-luciferase reporter, luminescence; host cell line lacks STAT1. hit rate 0.89% among 190,000. AID 862;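 active = inhibition above the mean inhibition across all screened compounds plus 3 SD, cut at about 44% in these data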;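 also: 0% = DMSO only wells and 100% = 100 µM nifuroxazide control wells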
STAT3 act: STAT3 signaling activation; U3A cells, IL-6 STAT3-luciferase reporter, luminescence; 100% = signal with IL-6 EC80 alone; activation (% of control), % at 5.6 µM; hit rate 0.91% among 190,000; AID 871;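 active = activation above the screen-wide mean of compound activation plus 3 SD, cut at about 130% in these data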;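 also: 0% = background luminescence of wells with medium and substrate only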
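Test system: STAT3-luciferase reporter U3A cells; Detection: reporter luminescence signal; Times: 1 h compound pre-exposure, 6 h IL-6 stimulation, 37 °C; Benchmarks: IL-6-only high control; Also added: IL-6 stimulus at 33 ng/mL final.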
APP transl inh: APP translation inhibition; SH-SY5Y APP 5'UTR-luciferase reporter, luminescence; inhibition, % at 2 µM; hit rate 0.82% among 190,000; AID 1285;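 active = inhibition above a set limit, derived from the sample mean plus 3 SD, cut at about 45% in these data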; also: values of inactives mirror those of a sister screen read the other way
FLuc stim CS: affects firefly luciferase, flagging false hits in luciferase stimulation screens. activation factor at 10 µM. ATPlite luciferase biochemical, luminescence, 10 min; 0 = ATP-free wells, 1 = DMSO control. 200,000 tested, under 10 active;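 active = luciferase activation factor, scaled between plate controls, of at least 2 with compound at 10 µM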
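Assay system: Luciferase/luciferin reagent mix; Medium: PBS as buffer for the ATP substrate; Dosing: test compounds dosed from 2 mM stocks in 100% DMSO; Times: 10 min, room temperature; Signal: luminescence from luciferase reaction; Read-out: luciferase activation; Controls: No-ATP low control, compound-free enzyme-plus-ATP high control.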
STAT1 act: STAT1 signaling activation; NIH 3T3 STAT1-luciferase reporter, IFN-gamma, luminescence; 100% = IFN-gamma alone, no compound; activation (% of control), % at 5.5 µM; hit rate 2.6% among 200,000;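 active = activation above the screen-wide mean activation plus 3 SD, cut at about 130% in these data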;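 also: raw ratio to IFN-gamma control signal so 100% means no change and 0% no light; values of inactives mirror those of a sister screen read the other way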
APP 5'UTR act: activates APP 5'UTR luciferase reporter; AID 1276; SH-SY5Y APP 5'UTR luciferase reporter, luminescence; zero percent = DMSO vehicle wells; hit rate 1% among 190,000; activation, % at 2 µM;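 active = activation above a set limit, based on mean plus 3 SD of controls, cut at about 140% in these data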; also: values of inactives mirror those of a sister screen read the other way
Active calls of the source: *.

For Nc1ncnc(NCc2ccccc2)c1[N+](=O)[O-] the results were NF-kB expr up 1, FLuc inhib CS -7, ROMK primary -1, STAT1 blocker 9, STAT3 inh 8, STAT3 act 97, APP transl inh 15, FLuc stim CS 1.1, STAT1 act 92 and APP 5'UTR act -15.
CCOC(=O)C(C(=O)NCc1cccc(OC)c1)c1ncc(C(F)(F)F)cc1Cl (configuration not stated) was read as NF-kB expr up 1.1, FLuc inhib CS -6, STAT1 blocker 8, STAT3 inh 3, STAT3 act 102, APP transl inh -4, FLuc stim CS 1.1, STAT1 act 93 and APP 5'UTR act 4.
For CCN(CC)C(=O)Oc1ccc(NC(C)=O)cc1 the results were NF-kB expr up 0.91, FLuc inhib CS -9, STAT1 blocker -9, STAT3 inh 13, STAT3 act 94, APP transl inh -3, FLuc stim CS 1.1, STAT1 act 108 and APP 5'UTR act 3.
Screening COC(=O)c1nnn(-c2ccc(F)c(Cl)c2)c1C(=O)OC returned NF-kB expr up 0.91, FLuc inhib CS -4, ROMK primary 0.79, STAT1 blocker 6, STAT3 inh 7, STAT3 act 98, APP transl inh -8, FLuc stim CS 1, STAT1 act 92 and APP 5'UTR act 8.
For Cc1cc(C)c2c(n1)sc1c(O)cc(=O)[nH]c12 the results were NF-kB expr up 0.99, FLuc inhib CS -2, ROMK primary 0.63, STAT1 blocker -1, STAT3 inh 6, STAT3 act 98, APP transl inh -9, FLuc stim CS 1, STAT1 act 101 and APP 5'UTR act 9.
`CC(CC(=O)Nc1ccccc1C(F)(F)F)c1ccccc1` (configuration not stated) gave NF-kB expr up 1, FLuc inhib CS -9, ROMK primary 0.56, STAT1 blocker 11, STAT3 inh 0, STAT3 act 100, APP transl inh 13, FLuc stim CS 1.1, STAT1 act 90 and APP 5'UTR act -13.
Cc1ccc(N2CCN(C(=O)N3CCOCC3)CC2)cc1C was read as NF-kB expr up 1.2, FLuc inhib CS -4, ROMK primary 0.61, STAT1 blocker -4, STAT3 inh 6, STAT3 act 96, APP transl inh -22, FLuc stim CS 1, STAT1 act 103 and APP 5'UTR act 21.
For CCCN1Cc2cccc(C(=O)NC(CC(=O)OCC)c3ccc(OCC)c(OC)c3)c2C1=O (configuration not stated) the results were NF-kB expr up 0.75, FLuc inhib CS -1, ROMK primary -0.017, STAT1 blocker 10, STAT3 inh 27, STAT3 act 84, APP transl inh -3, FLuc stim CS 1, STAT1 act 90 and APP 5'UTR act 3.
O=C1CC(N2CCN(c3ccccc3F)CC2)C(=O)N1c1ccc2c(c1)OCCO2 (configuration not stated) was read as NF-kB expr up 1.1, FLuc inhib CS -4, STAT1 blocker -4, STAT3 inh -1, STAT3 act 106, APP transl inh 8, FLuc stim CS 1, STAT1 act 105 and APP 5'UTR act -8.
CC1(c2ccccc2)CC(C)(C)N(C(=O)C2CCCO2)c2ccccc21 (configuration not stated) was read as NF-kB expr up 0.74, FLuc inhib CS -4, ROMK primary -3.6*, STAT1 blocker 6, STAT3 inh 10, STAT3 act 96, APP transl inh -21, FLuc stim CS 1, STAT1 act 95 and APP 5'UTR act 21.
O=C(Nc1nc(-c2ccc(F)cc2)cs1)C1CCCO1 (configuration not stated) was read as NF-kB expr up 1.9, FLuc inhib CS 5, STAT1 blocker -29, STAT3 inh 8, STAT3 act 95, APP transl inh -34, FLuc stim CS 0.9, STAT1 act 126 and APP 5'UTR act 34.
Screening COC(=O)c1cc(NC(=O)C2CC=CCC2C(=O)O)cc(C(=O)OC)c1 (configuration not stated) returned NF-kB expr up 1.1, FLuc inhib CS -3, STAT1 blocker 2, STAT3 inh 8, STAT3 act 97, APP transl inh 10, FLuc stim CS 1, STAT1 act 98 and APP 5'UTR act -10.
Screening O=C(Cc1ccccc1)Nc1ccc(N2CCOCC2)cc1N1CCOCC1 returned NF-kB expr up 0.93, FLuc inhib CS -2, STAT1 blocker -1, STAT3 inh 6, STAT3 act 98, APP transl inh 9, FLuc stim CS 1, STAT1 act 101 and APP 5'UTR act -9.
For O=[N+]([O-])c1cc(/C=N/N2CCCCC2)ccc1Cl the results were NF-kB expr up 3.2, FLuc inhib CS -1, ROMK primary -0.55, STAT1 blocker -35, STAT3 inh 11, STAT3 act 94, APP transl inh -4, FLuc stim CS 1, STAT1 act 132* and APP 5'UTR act 4.
CCOC(=O)N/N=C\c1cccc(OC)c1 was read as NF-kB expr up 1.5, FLuc inhib CS 9, ROMK primary -0.014, STAT1 blocker -11, STAT3 inh 12, STAT3 act 93, APP transl inh -18, FLuc stim CS 0.9, STAT1 act 109 and APP 5'UTR act 18.
CC(=O)NC(C)c1ccc(Cl)c(Cl)c1 (configuration not stated) was read as NF-kB expr up 1.1, FLuc inhib CS -4, ROMK primary 0.053, STAT1 blocker 10, STAT3 inh -6, STAT3 act 109, APP transl inh -4, FLuc stim CS 1, STAT1 act 91 and APP 5'UTR act 4.
CC(Cc1cccnc1)NC(=O)c1ccccc1OC1CCN(S(C)(=O)=O)CC1 (configuration not stated) was read as NF-kB expr up 1.1, FLuc inhib CS -3, ROMK primary 0.21, STAT1 blocker -5, STAT3 inh 4, STAT3 act 101, APP transl inh -5, FLuc stim CS 1, STAT1 act 103 and APP 5'UTR act 5.
Screening CN(/N=C/c1ccncc1)C1=NS(=O)(=O)c2ccccc21 returned NF-kB expr up 1.2, FLuc inhib CS -1, ROMK primary 0.35, STAT1 blocker -10, STAT3 inh -2, STAT3 act 106, APP transl inh 8, FLuc stim CS 1, STAT1 act 109 and APP 5'UTR act -8.
Screening COc1ccc(Cl)cc1NC(=O)CCN1CCN(c2ccccc2C)CC1 returned NF-kB expr up 1.1, FLuc inhib CS -2, ROMK primary -0.02, STAT1 blocker -1, STAT3 inh 1, STAT3 act 101, APP transl inh 8, FLuc stim CS 1, STAT1 act 101 and APP 5'UTR act -8.
COc1ccc(NC(=O)CSc2nnc(-c3cccnc3)o2)cc1 was read as NF-kB expr up 1.1, FLuc inhib CS -6, ROMK primary -0.46, STAT1 blocker 4, STAT3 inh 10, STAT3 act 97, FLuc stim CS 1.1 and STAT1 act 96.
For O=C(CSc1n[nH]c(-c2ccccc2)n1)c1ccccc1 the results were NF-kB expr up 1.4, FLuc inhib CS 10, STAT1 blocker -1, STAT3 inh -5, STAT3 act 112, APP transl inh -1, FLuc stim CS 0.9, STAT1 act 100 and APP 5'UTR act 1.
COC(=O)c1ccccc1NC(=O)CC#N was read as NF-kB expr up 0.94, FLuc inhib CS -5, STAT1 blocker -4, STAT3 inh 7, STAT3 act 100, APP transl inh -6, FLuc stim CS 1.1, STAT1 act 104 and APP 5'UTR act 6.
For O=C(O)c1cccc(N/N=C/c2cn(-c3ccccc3)nc2-c2cccs2)c1 the results were NF-kB expr up 1.2, FLuc inhib CS 54*, ROMK primary 1.3, STAT1 blocker -30, STAT3 inh 2, STAT3 act 106, APP transl inh -86, FLuc stim CS 0.5, STAT1 act 126 and APP 5'UTR act 86.
For COc1ccc(Cc2nnc(NC(=O)C3CCCO3)s2)cc1OC (configuration not stated) the results were NF-kB expr up 1.1, FLuc inhib CS -8, STAT1 blocker 0, STAT3 inh -2, STAT3 act 105, APP transl inh -7, FLuc stim CS 1.1, STAT1 act 100 and APP 5'UTR act 7.
COc1ccc(C(=O)NCC2CCCO2)cc1 (configuration not stated) was read as NF-kB expr up 1.1, FLuc inhib CS 2, ROMK primary 0.74, STAT1 blocker -4, STAT3 inh 6, STAT3 act 96, APP transl inh -8, FLuc stim CS 1, STAT1 act 103 and APP 5'UTR act 8.
`COc1ccc(C2N=C(Nc3ccc(C)cc3)Nc3nc(C)cc(=O)n32)cc1` (configuration not stated) gave NF-kB expr up 0.86, FLuc inhib CS -6, ROMK primary 0.48, STAT1 blocker -4, STAT3 inh 5, STAT3 act 99, APP transl inh -34, FLuc stim CS 1.1, STAT1 act 103 and APP 5'UTR act 34.
CC(C)CC(=O)Nc1ccnc(-c2ccncc2)n1 was read as NF-kB expr up 1.7, FLuc inhib CS -6, ROMK primary -0.073, STAT1 blocker 3, STAT3 inh 19, STAT3 act 88, APP transl inh -1, FLuc stim CS 1.1, STAT1 act 97 and APP 5'UTR act 1.
For C=C(C)c1cccc(C(C)(C)NC(=O)Nc2ccc(C(N)=O)cc2)c1 the results were NF-kB expr up 0.95, FLuc inhib CS -6, ROMK primary -0.0074, STAT1 blocker 10, STAT3 inh 7, STAT3 act 97, APP transl inh 8, FLuc stim CS 1.1, STAT1 act 88 and APP 5'UTR act -8.
`COc1ccc(N2CCN(C(=O)Cn3cncn3)CC2)cc1` gave NF-kB expr up 0.91, FLuc inhib CS -3, ROMK primary 0.47, STAT1 blocker 6, STAT3 inh 1, STAT3 act 99, APP transl inh 10, FLuc stim CS 1, STAT1 act 95 and APP 5'UTR act -10.
For COc1nc(-c2ccccc2)ccc1-c1noc(-c2cccnc2)n1 the results were NF-kB expr up 2, FLuc inhib CS 2, ROMK primary -0.52, STAT1 blocker -3, STAT3 inh 18, STAT3 act 91, APP transl inh 4, FLuc stim CS 1, STAT1 act 103 and APP 5'UTR act -4.

Already shown: 2 of the compounds above.
`COc1ccc(C2N=C(Nc3ccc(C)cc3)Nc3nc(C)cc(=O)n32)cc1` (configuration not stated) gave NF-kB expr up 0.86, FLuc inhib CS -6, ROMK primary 0.48, STAT1 blocker -4, STAT3 inh 5, STAT3 act 99, APP transl inh -34, FLuc stim CS 1.1, STAT1 act 103 and APP 5'UTR act 34.
CC(C)CC(=O)Nc1ccnc(-c2ccncc2)n1 was read as NF-kB expr up 1.7, FLuc inhib CS -6, ROMK primary -0.073, STAT1 blocker 3, STAT3 inh 19, STAT3 act 88, APP transl inh -1, FLuc stim CS 1.1, STAT1 act 97 and APP 5'UTR act 1.

(listing goes on)
`O=C(CS(=O)CC(=O)N(CC(=O)NC1CCCC1)C1CCCC1)Nc1ccc(F)cc1` (configuration not stated) gave NF-kB expr up 1.1, FLuc inhib CS -10, ROMK primary -1.6, STAT1 blocker 2, STAT3 inh 5, STAT3 act 98, APP transl inh 8, FLuc stim CS 1.1, STAT1 act 98 and APP 5'UTR act -8.
COc1ccc(C(=O)NNC(=O)c2cc3cc([N+](=O)[O-])ccc3oc2=O)cc1OC was read as NF-kB expr up 0.98, FLuc inhib CS -7, STAT1 blocker -9, STAT3 inh -8, STAT3 act 102, APP transl inh 19, FLuc stim CS 1.1, STAT1 act 108 and APP 5'UTR act -19.
For Cc1ccc(C)c(N2CCN(C(=O)CN3C(=O)c4ccccc4C3=O)CC2)c1 the results were NF-kB expr up 1.1, FLuc inhib CS 0, STAT1 blocker 10, STAT3 inh 17, STAT3 act 94, APP transl inh -19, FLuc stim CS 1, STAT1 act 91 and APP 5'UTR act 19.
CN(C)/C=C/C(=O)c1ccc(Br)cc1 was read as NF-kB expr up 1.1, FLuc inhib CS 5, ROMK primary 0.0016, STAT1 blocker -23, STAT3 inh 10, STAT3 act 100, APP transl inh -4, FLuc stim CS 1, STAT1 act 119 and APP 5'UTR act 4.
`CCCc1nn(-c2cc(Cl)ccc2OC)c2c1C(=O)CC(C)(C)C2` gave NF-kB expr up 0.89, FLuc inhib CS -2, STAT1 blocker 0, STAT3 inh -4, STAT3 act 108, APP transl inh -3, FLuc stim CS 1, STAT1 act 100 and APP 5'UTR act 3.
